Screening results deposited in PubChem BioAssay by National Center for Advancing Translational Sciences (NCATS).
FBPA Giardia inh: qHTS Assay for Inhibitors of Fructose-1,6-bisphosphate Aldolase from Giardia Lamblia; Potency, µM (top dose mostly 59.6 µM), without a hit: at the highest dose activity, negative = inhibition, usual class: inhibitors; actives 0.71% (n = 290,000); purified Giardia FBPA; further: potency means the concentration at half of the fitted maximal effect; nearly all actives have a fitted effect of over 55% in size
Target sequence (A8B2U2 whole entry, looked up): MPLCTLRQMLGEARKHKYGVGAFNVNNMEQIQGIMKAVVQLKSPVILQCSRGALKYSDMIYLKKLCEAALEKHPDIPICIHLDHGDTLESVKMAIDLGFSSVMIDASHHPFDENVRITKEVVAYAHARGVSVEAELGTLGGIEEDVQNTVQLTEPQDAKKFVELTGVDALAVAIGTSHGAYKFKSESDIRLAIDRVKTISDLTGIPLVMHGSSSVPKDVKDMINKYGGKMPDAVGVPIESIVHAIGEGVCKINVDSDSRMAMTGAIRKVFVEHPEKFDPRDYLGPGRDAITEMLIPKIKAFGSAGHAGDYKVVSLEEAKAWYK
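40 nM FBPA preincubated 10 min at RT with compound (up to 57.5 uM final), then substrate plus GAPDH/TPI/NAD/arsenate coupling and diaphorase/resazurin added. Fluorescence read after 20 min at RT, 525/598 nm.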
AmpC inh detg: qHTS Inhibitors of AmpC Beta-Lactamase (assay with detergent); P00811; AmpC hydrolysis of nitrocefin, absorbance 480 nm, 0.01% Triton; Potency, µM (top dose mostly 114 µM), inactives show at the highest dose activity change, negative = inhibition, actives largely listed as inhibitors; actives 0.041% (n = 370,000); AID 485294, 2010;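 further: potency means the concentration at half of the fitted maximal effect; 0% = no-compound wells and -100% = no-enzyme wells; nearly all actives have a fitted effect of over 25% in size; some results filed as inactive show a strong effect at the top dose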
Target sequence (P00811 whole entry, looked up): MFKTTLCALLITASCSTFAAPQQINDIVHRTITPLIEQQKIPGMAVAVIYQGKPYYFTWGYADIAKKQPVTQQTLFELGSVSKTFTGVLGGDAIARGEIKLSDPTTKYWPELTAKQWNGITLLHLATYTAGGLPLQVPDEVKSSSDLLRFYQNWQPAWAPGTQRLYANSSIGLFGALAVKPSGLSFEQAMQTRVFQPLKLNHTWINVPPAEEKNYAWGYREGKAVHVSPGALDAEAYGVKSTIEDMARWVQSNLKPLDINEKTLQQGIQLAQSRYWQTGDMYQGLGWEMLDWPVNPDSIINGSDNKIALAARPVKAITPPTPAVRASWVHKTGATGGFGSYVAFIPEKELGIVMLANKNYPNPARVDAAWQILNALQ
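AmpC (5.3 nM in the dispensed reagent) in 20 mM phosphate pH 7.0 with 0.01% (detergent screen) or 0.0001% Triton X-100 was preincubated with compounds for 15 min at room temperature. Nitrocefin was then added from an 800 uM solution, and hydrolysis was followed at 480 nm.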
Sm TGR inh: qHTS Assay for the Inhibitors of Schistosoma Mansoni Peroxiredoxins; actives 3% (n = 360,000); purified TGR, DTNB reduction, TNB absorbance 405 nm; Potency, µM (titrated, usually from 114 µM), for inactives: top-dose activity change, negative = inhibition, actives largely listed as inhibitors; Schistosoma mansoni thioredoxin glutathione reductase (TGR), Q962Y6; AID 485364, 2010; further: potency means the concentration at half of the fitted maximal effect; nearly all actives have a fitted effect of over 60% in size
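First, TGR (20 nM dispensed) and NADPH were mixed with compound. Second, a 15 min room-temperature incubation followed. Third, further NADPH and then DTNB were added to start the reaction. Finally, TNB absorbance was monitored kinetically.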
AmpC inh no detg: qHTS Inhibitors of AmpC Beta-Lactamase (assay without detergent). P00811. AmpC nitrocefin hydrolysis, absorbance 480 nm, 0.0001% Triton. Potency, µM (series often up to 57.1 µM), without a hit: top-dose activity change, negative = inhibition, hits mostly inhibitors. actives 0.52% (n = 330,000);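 further: potency means the concentration at half of the fitted maximal effect; plate controls were no compound for no effect and no enzyme for full effect; nearly all actives have a fitted effect of over 20% in size; some results filed as inactive show a strong effect at the top dose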
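20 mM phosphate pH 7.0 + 0.01% (detergent screen) or 0.0001% Triton X-100; 5.3 nM AmpC reagent; cpd preinc 15 min RT; nitrocefin (800 uM stock) to start; A480 q20 s × 4 min; Activity was normalised to no-enzyme and no-compound control wells.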
AMA1 RON2 block: qHTS for Inhibitors of AMA1-RON; Towards Development of Antimalarial Drug Lead: Primary Screen; Plasmodium falciparum AMA1 (3D7) - RON2 peptide interaction; AlphaScreen AMA1-biotinylated RON2 peptide binding; Potency, µM (titrated, usually from 58.2 µM), inactives show top-dose activity change, negative = inhibition, actives largely listed as inhibitors; actives 0.2% (n = 360,000);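 further: potency means the concentration at half of the fitted maximal effect; 0% = vehicle wells and -100% = peptide control; nearly all actives have a fitted effect of over 45% in size; some results filed as inactive show a strong effect at the top dose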
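AMA1 (3D7) with his tag at 25 nM final met compounds first, then biotinylated RON2 peptide at 25 nM; detection used donor plus acceptor beads, 10 µg/mL apiece, read by AlphaScreen after 30 min at room temperature.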
HCMV inh: qHTS Assay for inhibitors of the human cytomegalovirus (HCMV); HFF cells, HCMV-luciferase reporter, 72 h; stronger effect = lower value; activity change, negative = inhibition, % at 57.5 µM; actives 4.5% (n = 410,000); AID 1259415, 2018; in the data active means activity change below about -60%; inconclusive means no clear call, values can overlap the other calls; inactive means above about -39%
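HFF cells seeded 16 h at 37C, treated with compounds, infected with luciferase-reporter HCMV at MOI 1 PFU/cell; luciferase read at 72 h post infection, normalized to buffer-only and Salinomycin controls.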
The depositor's hits bear a star; u = inconclusive; x = no result given; & = joins results of further samples; [ ] = dose if it differs, or a comment. Unless noted, the call rests on the fitted dose curve; in most records, active means well fitted curve in the direction sought with a large enough effect; inconclusive means small, poorly fitted or top-dose-only effect, or another doubt; inactive means no such curve, though single readings can be large; an effect the other way counts as inactive or inconclusive. Unless noted, on the % scale 0 is the no-effect control and ±100 the full control effect. Outcome played no part in choosing rows; any-hit rate near 7.8%.

Structure | FBPA Giardia inh | AmpC inh detg | Sm TGR inh | AmpC inh no detg | AMA1 RON2 block | HCMV inh
O=C(CSc1ncn[nH]1)N/N=C/c1ccc(C(F)(F)F)cc1 | x | 2.7% | 0.3% | -22.7% | 34.3%[activator] | 39.6
CCN1C(=O)CC(C(=O)NCCc2ccc(S(N)(=O)=O)cc2)SC1=Nc1ccc(OC)cc1 (stereo unspecified) | 1.2% | 1.0% | -2.2% | -8.2% | 14.4% | -16.9
CCOc1cc(C2/C(=C(/O)c3ccc(S(=O)(=O)N4CCCCC4)cc3)C(=O)C(=O)N2CCOC)ccc1O (stereo unspecified) | 20.3% | -11.0% | -2.8% | -10.0% | -16.7% | -17.0
COc1cc(C(=O)Nc2ccc(S(=O)(=O)N3CCCCC3C)cc2)cc(OC)c1OC (stereo unspecified) | -0.6% | u | -6.9% | 65.2%[activator] | -9.4% | u
CCN(CC)S(=O)(=O)c1ccc2c(c1)N(CC(=O)NCCc1ccc(OC)c(OC)c1)C(=O)CO2 | x | 11.6% | 4.9% | x | x | u
Cc1ccc(CN(C)C(=O)C2CCC(=O)N(CC3CCCCC3)C2)o1 (stereo unspecified) | x | -5.0% | -8.2% | 2.7% | 0.0% | 37.4
COc1cc(C2C(C#N)=C(N)N(c3cccnc3)C3=C2C(=O)CC(C)(C)C3)ccc1O (stereo unspecified) | u | u | -18.4% | -4.6% | 2.8% | -15.0
CN(C)c1nnnn1-c1ccc(Oc2ncc(C(F)(F)F)cc2Cl)cc1 | -0.3% | -7.0% | -3.9% | 129.6%[activator] | -9.5% | u
CC(C)CN(C(=O)CSc1nc2ccccc2[nH]1)C1CCS(=O)(=O)C1 (stereo unspecified) | x | x | x | 5.6% | -2.5%[11.6 µM] | -13.4
CC1CN=C(Nc2cccc(S(=O)(=O)N(C)C)c2)S1 (stereo unspecified) | 1.8% | 5.1% | -3.7% | -14.6% | -4.0% | 0.6
O=C(NCCCN=C1NS(=O)(=O)c2ccccc21)c1ccco1 | -7.9% | 0.7% | -2.7% | -16.4% | -2.7% | -2.4
COc1ccc(NC(=O)Cc2nnc(SCC(=O)NC3CCCC3)n2C)cc1 | 17.7% | -1.8% | 9.3% | -12.4% | -2.8% | 13.1
CN1CCN(c2ccc(S(=O)(=O)N3CCCCC3)cc2NC(=O)COc2ccc([N+](=O)[O-])cc2)CC1 | x | -12.6% | 0.3% | 60.5%[activator] | 0.1% | 16.3
COc1ccccc1C(=O)N1CCNC(=O)C1CC(=O)Nc1ccc(Cl)cc1 (stereo unspecified) | -1.4% | -0.2% | 7.7% | u | -4.3% | -25.8
Cc1ccc2oc3c(c(=O)c2c1)C1(C(=O)N(C)c2ccccc21)N(CCCO)C3=O (stereo unspecified) | x | -1.0% | -4.4% | x | x | 1.8
O=S(=O)(O)c1nc2ccccc2n1Cc1ccccc1 | x | -8.8% | 11.4% | -16.2% | 4.2% | -13.1
COc1ccc(C2NC(=O)c3ccccc3O2)c(OC)c1OC (stereo unspecified) | -2.5% | -3.2% | 8.7% | -34.2% | -4.6% | -10.8
Cc1cc2oc(C(=O)N(Cc3ccc(N(C)C)cc3)CC3CCCO3)c(C)c2cc1C (stereo unspecified) | 2.9% | -1.1%&20.1% | 5.0%&-2.2% | 67.2%[activator] | 14.1µM* | 19.8&-34.9
Cc1ccc(-c2cc(-c3ccccc3)c(C#N)c(SCC(O)CS(=O)(=O)Cc3ccccc3)n2)cc1 (stereo unspecified) | x | 9.7% | 7.2% | x | x | -18.3
Cc1nc2nc(C)c(CCC(=O)N3CCOCC3)c(C)n2n1 | 4.2% | 3.7% | 22.9% | -3.0% | 5.5% | 26.6
Cc1ccc(C(=O)CCC(=O)N(C)CC(=O)Nc2ccccc2Br)cc1 | x | 0.2% | -0.2% | -4.7% | 3.2% | 23.0
CSc1ccc(CCNC(=O)CCc2nnc3ccc(NCCCN4CCCC4=O)nn23)cc1 | 4.1% | -10.3% | -2.1% | 86.2%[activator] | 13.5% | -19.8
O=C(NCCc1ccccc1)c1cc(=O)c2ccccc2o1 | 5.7% | -6.5% | 12.5% | -14.4% | -12.8% | -39.6
CC(C)NCC(O)COc1cccc2[nH]ccc12 (stereo unspecified) | -22.4%&-1.7%&1.7% | -3.9% | 2.4% | -22.5% | x | x
CCc1cccc(CC)c1NC(=S)NCC(c1cccnc1)N(C)C (stereo unspecified) | 0.2% | u | 4.5% | -4.3% | -0.2% | -8.0
CCOc1ccccc1-n1c(=S)sc2c(=O)n(-c3ccc(F)cc3)c(SCC(=O)O)nc21 | -17.7% | 1.0% | 16.7% | -21.2% | -1.0% | -18.2
COc1ccc(Cc2nnc(NCCO)[nH]c2=O)cc1OC | 8.7% | 0.4% | -18.9% | -15.3% | 6.5% | 12.6
CC(C)CCN1C(=O)c2ccc(C(=O)Nc3ccccc3C(=O)O)cc2C1=O | 14.9% | -4.7% | -8.5% | -24.1% | 3.1% | u
COc1nc(NCc2ccco2)nc(N2CCC(C)CC2)n1 | 3.3% | u | -13.8% | -2.9% | 0.4% | -27.1
COc1ccc2[nH]c(=O)c(CN(CCc3ccccc3)C(C)=O)cc2c1 | 6.9% | 1.0% | -16.7% | 1.1% | -5.0% | -20.6
Cc1oc(-c2ccccc2F)nc1CS(=O)(=O)CC(=O)NCCCc1ccccc1 | -0.8% | u | -35.9% | 10.0% | -2.8% | 3.4
O=C(NCCCCc1ccccc1)C1CC(c2ccc([N+](=O)[O-])cc2)=NO1 (stereo unspecified) | -0.4% | 2.1% | 7.2% | -17.9% | 0.7% | 1.0
Cc1cc(NC(=O)CC2CCCC2)ccc1Br | -5.9% | 1.0% | -8.1% | -39.2% | 20.9% | 18.4
CCOC(=O)C1CCCN(CCC(=O)Nc2ccccc2)C1 (stereo unspecified) | -10.4% | 3.3% | -15.4% | -13.2% | -1.9% | -10.9
Cc1ccc(/C(O)=C2\C(=O)C(=O)N(C)C2c2ccc(Br)cc2)cc1 (stereo unspecified) | 1.9% | 1.0% | 1.9% | -7.6% | -1.5% | -18.2
Cc1cnc(C(=O)Nc2ccc(C)c(S(=O)(=O)N3CCCCCC3)c2)cn1 | x | -15.6% | -8.7% | 56.2% | 10.2% | -36.9
CCN(CC)c1ccc2cc(-c3nc(-c4ccc(Cl)cc4Cl)cs3)c(=O)oc2c1 | x | -7.3% | 5.3% | x | x | 5.3
Cc1ccc(-n2nc3c(=O)n(CCCC(=O)NCc4ccc(Cl)cc4)nc(C)c3c2C)cc1 | 6.5% | -7.1% | -22.1% | 116.5%[activator] | -10.7% | -23.1
CCOC(=O)[C@@H]1[C@H]2COc3ccc(Br)cc3[C@@H]2N2C(=O)N(c3cccc(Cl)c3)C(=O)[C@@]12C | x | x | x | -16.8% | 5.1% | -5.9
O=C(CCS(=O)(=O)c1ccccc1)Nc1nc(-c2cccs2)cs1 | -3.9% | -4.3% | u | -12.6% | 24.9% | 48.6

Compound profiles (already shown):
Cc1cc(NC(=O)CC2CCCC2)ccc1Br as listed: FBPA Giardia inh: -5.9%; AmpC inh detg: 1.0%; Sm TGR inh: -8.1%; AmpC inh no detg: -39.2%; AMA1 RON2 block: 20.9%; HCMV inh: 18.4
Cc1ccc(-n2nc3c(=O)n(CCCC(=O)NCc4ccc(Cl)cc4)nc(C)c3c2C)cc1 as listed: FBPA Giardia inh: 6.5%; AmpC inh detg: -7.1%; Sm TGR inh: -22.1%; AmpC inh no detg: 116.5%[activator]; AMA1 RON2 block: -10.7%; HCMV inh: -23.1

Later entries
Structure | FBPA Giardia inh | AmpC inh detg | Sm TGR inh | AmpC inh no detg | AMA1 RON2 block | HCMV inh
Cc1ccc(C)c(C(=O)COC(=O)c2ccccc2N2C(=O)C3C4CCC(C4)C3C2=O)c1 (stereo unspecified) | x | -7.5% | u | 46.0% | -7.2% | 1.6
COc1ccc(CCn2c(-c3cc([N+](=O)[O-])cc([N+](=O)[O-])c3)nc3nc4ccccc4nc32)cc1 | -2.5% | -12.0% | -9.7% | -20.3% | -7.0% | -19.3
O=c1oc2ccccc2c2c1C1O[C@](c3ccsc3)(Cc3c1ccc1ccccc31)O2 | -6.1%[12.9 µM] | u | 8.91µM* | u | x | x
CCN(CC)CCCN(Cc1cc2cc3c(cc2[nH]c1=O)OCO3)C(=O)Nc1ccccc1OC | -0.1% | -0.6% | -2.6% | 0.398µM* | -9.6% | -12.2
COc1ccc(CCC(=O)NCc2cccc(C(F)(F)F)c2)cc1 | 8.2% | -0.2% | -16.1% | -3.6% | 1.0% | -32.0
COc1ccc(OC)c(/C=C/C(=O)OCC(=O)N2CCCC2)c1 | x | -13.5% | -11.7% | -2.2% | 4.9% | -27.9
Cn1cc(S(=O)(=O)N2CCOCC2)cc1C(=O)Nc1ccc(Cl)c(C(F)(F)F)c1 | x | 10.1% | u | x | x | -15.7
CCCCn1c(CNC(=O)c2ccc(OC)cc2)nnc1SCC(=O)Nc1ccccc1 | x | -14.8% | -0.3% | x | x | 2.0
O=C(Nc1cc(-c2nc3cc(Cl)ccc3o2)ccc1Cl)c1cc2ccccc2o1 | x | 0.5% | 3.5% | x | x | -5.6
O=C(/C(=N\O)n1cncn1)c1ccc(Cl)cc1Cl | 9.6% | 7.0% | 1.4% | -17.6% | 0.8% | -0.7
O=C(NCCN1C(=O)S/C(=C\c2ccccc2F)C1=O)C1CCN(S(=O)(=O)c2cccs2)CC1 | 13.1% | 0.3% | 5.7% | -1.6% | 3.1% | -9.5
O=C(CSc1ccccc1)Nc1cccc(S(=O)(=O)N2CCCC2)c1 | 2.7% | -9.2% | -6.3% | -31.0% | 20.3% | 1.6
COC(=O)c1cc(C)nc2c1c(=O)nc(SCc1cccc(C(F)(F)F)c1)n2C1CC1 | x | -3.0% | -8.7% | x | x | 16.2
O=C(CSc1nc2c(c(=O)[nH]1)CCC2)Nc1ccc(F)cc1 | x | 0.7% | -8.7% | -13.3% | 7.8% | -4.2
Cc1cc(OC(=O)c2ccccc2Br)cc(=O)n1C | -0.2% | 0.5% | u | -4.6% | -2.4% | 55.8
CN(c1cccc(NC(=O)CN2C(=O)c3ccccc3S2(=O)=O)c1)S(C)(=O)=O | -1.4% | -4.1% | 3.4% | -12.9% | -6.5% | 22.5
